NALP1 yeast inh = NALP1 inflammasome inhibitors in reconstituted yeast, colorimetric, S. cerevisiae, triplicate retest; inhibition, % at 10 µM; AID 2071, 2009; 0.61% of 280,000 active; S. cerevisiae NALP1/ASC/caspase-1 growth, X-gal OD620, 72 h; in the data active = inhibition mostly above about 24%, no sharp cut-off; inactive = mostly below about 32%; note: some compounds called inactive have numbers as strong as hits
GPR7 antagonist = GPR7 receptor antagonists, primary screen, cell-based, fluorescence, single concentration | GPR7-expressing cells, fluorescence antagonist assay | inhibition, % at 4.4 µM | 1.1% of 290,000 active; in the data active = inhibition above about 16%, passing the limit was not always enough;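 note: cells stimulated with the agonist NPW; 0% = agonist with vehicle and 100% = vehicle without agonist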
IMP-1 inhibitor = IMP-1 metallo-beta-lactamase inhibitors, primary screen, biochemical, epi-absorbance readout, Pseudomonas aeruginosa enzyme; 0.45% of 290,000 active; purified IMP-1, nitrocefin hydrolysis, epi-absorbance fluorescence; metallo-beta-lactamase IMP-1 (Pseudomonas aeruginosa); inhibition, % at 5.6 µM;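 active = inhibition above the mean plus 3 SD of all compounds in the same screening run, cut at about 4.5% in these data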;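 note: 0% = IMP-1 with DMSO and 100% = DMSO wells lacking enzyme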
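System: purified IMP-1; amount: IMP-1 0.2 nM before substrate addition; compound: single dose, 5.6 µM; times: 25 °C, 15 min preincubation, 25 min reaction; signal: Epi-absorbance via hydrolysed-nitrocefin quenching of white-plate fluorescence, 480/530 nm, EDTA stop; benchmarks: DMSO with and without IMP-1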
IDE inh = human IDE inhibitors in live cells, primary screen, fluorescence polarization, HEK cells, FAbetaB substrate; 0.41% of 320,000 active; Insulin-degrading enzyme (Homo sapiens), P14735; FAbetaB cleavage; inhibition, % at 5.59 µM; AID 434962, 2010;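 active = percent inhibition above the average of all tested compounds plus 3 SD, set per screening campaign, cut at about 16% in these data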;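 note: IDE supplied by intact live HEK cells; FP after avidin binding of uncleaved biotin substrate so inhibition keeps polarization high; 0% = DMSO wells and 100% = 60 µM reference IDE inhibitor Ii1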
VIM-2 inhibitor = VIM-2 metallo-beta-lactamase inhibitors, primary screen, biochemical, epi-absorbance readout, Pseudomonas aeruginosa enzyme; AID 1527, 2009; inhibition, % at 5.6 µM; purified VIM-2, nitrocefin hydrolysis, epi-absorbance fluorescence; 0.89% of 290,000 active;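 active = inhibition above the mean of all tested compounds plus 3 SD, cutoff set per screening run, cut at about 7.5% in these data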;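 note: red hydrolysis product quenches plate fluorescence so inhibitors raise well fluorescence; 0% = enzyme with DMSO and 100% = DMSO without enzyme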
PHOSPHO1 block = PubChem AID 1565. 1.1% of 290,000 active. inhibition, % at 13.3 µM. recombinant PHOSPHO1, absorbance phosphatase assay; in the data active = inhibition above about 60%
pCIP destab = p/CIP-EGFP fusion destabilizers, primary screen, fluorescence, F442A cells; Q05BA5; 16 h; decrease of EGFP signal, % at 10 µM; 0.01% of 290,000 active;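 active = EGFP signal decrease of at least 30% at 10 µM or well 3 SD below plate mean, unless failing retest; inactive = the rest, including hits failing retest or dose response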; note: some compounds called inactive have numbers as strong as hits; many of its hits are not listed in these tables
Target sequence (Q05BA5 1-1403): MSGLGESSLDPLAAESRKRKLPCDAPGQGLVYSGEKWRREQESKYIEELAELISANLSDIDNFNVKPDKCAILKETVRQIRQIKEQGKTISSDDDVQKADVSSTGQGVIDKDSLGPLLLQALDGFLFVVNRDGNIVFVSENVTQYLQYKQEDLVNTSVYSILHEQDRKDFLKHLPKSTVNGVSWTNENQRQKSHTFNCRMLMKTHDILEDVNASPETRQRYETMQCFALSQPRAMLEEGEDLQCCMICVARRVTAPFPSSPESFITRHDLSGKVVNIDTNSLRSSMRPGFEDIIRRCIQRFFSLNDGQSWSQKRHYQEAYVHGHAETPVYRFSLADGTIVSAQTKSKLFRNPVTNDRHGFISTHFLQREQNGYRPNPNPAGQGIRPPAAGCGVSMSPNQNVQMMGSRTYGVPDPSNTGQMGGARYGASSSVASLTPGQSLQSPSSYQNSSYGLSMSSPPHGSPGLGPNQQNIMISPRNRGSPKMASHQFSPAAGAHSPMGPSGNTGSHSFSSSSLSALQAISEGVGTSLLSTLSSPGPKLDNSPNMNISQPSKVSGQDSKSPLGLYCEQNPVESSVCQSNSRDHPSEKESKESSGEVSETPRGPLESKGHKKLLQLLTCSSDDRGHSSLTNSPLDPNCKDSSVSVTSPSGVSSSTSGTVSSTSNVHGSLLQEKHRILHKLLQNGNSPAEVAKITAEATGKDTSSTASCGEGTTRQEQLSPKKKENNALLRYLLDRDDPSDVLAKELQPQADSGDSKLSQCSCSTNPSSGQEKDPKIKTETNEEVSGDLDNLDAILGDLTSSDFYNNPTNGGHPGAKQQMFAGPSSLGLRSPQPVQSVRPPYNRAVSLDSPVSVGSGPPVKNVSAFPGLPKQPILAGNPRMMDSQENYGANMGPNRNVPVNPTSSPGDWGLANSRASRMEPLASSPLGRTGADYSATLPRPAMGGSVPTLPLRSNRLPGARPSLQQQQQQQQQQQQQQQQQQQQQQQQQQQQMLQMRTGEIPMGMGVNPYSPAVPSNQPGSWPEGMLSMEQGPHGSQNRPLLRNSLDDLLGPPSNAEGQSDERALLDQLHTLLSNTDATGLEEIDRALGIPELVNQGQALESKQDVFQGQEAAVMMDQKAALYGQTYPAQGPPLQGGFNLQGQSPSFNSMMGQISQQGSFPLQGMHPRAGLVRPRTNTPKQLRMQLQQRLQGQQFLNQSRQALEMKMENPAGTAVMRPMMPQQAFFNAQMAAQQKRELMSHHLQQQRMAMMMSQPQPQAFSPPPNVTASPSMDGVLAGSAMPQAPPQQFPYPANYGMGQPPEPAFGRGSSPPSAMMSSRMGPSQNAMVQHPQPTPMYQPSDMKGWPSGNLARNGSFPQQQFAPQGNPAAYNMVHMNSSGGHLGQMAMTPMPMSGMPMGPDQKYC
M18AAP inhibitor = PfM18AAP inhibitors, malaria aminopeptidase, primary screen, biochemical, QFRET, recombinant enzyme; H-Glu-NHMec fluorogenic cleavage; inhibition, % at 7.35 µM; 1.2% of 290,000 active; AID 1822, 2009;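 active = inhibition above the campaign mean inhibition over all tested compounds plus 3 SD, cut at about 28% in these data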;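 note: 0% = plate median of test compound wells and 100% = 2 mM ZnCl2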
IDE act = human IDE activators in live cells, primary screen, fluorescence polarization, HEK cells, FAbeta-B substrate; 0.073% of 340,000 active; FAbeta-B cleavage; 0% vehicle, 100% cell-free pure enzyme wells; Insulin-degrading enzyme (Homo sapiens), P14735; activation, % at 5.96 µM; AID 493087, 2011;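 active = activation above the mean of all tested compounds plus 3 SD, set per screening campaign, cut at about 17% in these data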
The depositor's hits bear a star.

Screening CC(=O)N1N=C(c2ccccc2O)CC1c1cccs1 (stereo not drawn) returned NALP1 yeast inh 6, GPR7 antagonist 20, IMP-1 inhibitor -1.5, IDE inh 0, VIM-2 inhibitor -1.0, PHOSPHO1 block 29, pCIP destab -6, M18AAP inhibitor -1 and IDE act -4.
`O=C(CN(Cc1ccccc1)S(=O)(=O)c1ccc2c(c1)OCCO2)Nc1ccc2c(c1)OCCO2` gave NALP1 yeast inh 37, GPR7 antagonist -18, IMP-1 inhibitor -2.7, IDE inh 9, VIM-2 inhibitor -3.8, PHOSPHO1 block 18, pCIP destab -19, M18AAP inhibitor -3 and IDE act 3.
For CCSc1nc2ccccc2n1C(=O)c1ccc(S(=O)(=O)N2CCCCCC2)cc1 the results were NALP1 yeast inh 32, GPR7 antagonist -4, IMP-1 inhibitor -4.7, IDE inh 2, VIM-2 inhibitor -2.3, PHOSPHO1 block -16, pCIP destab -21, M18AAP inhibitor -3 and IDE act 7.
COc1cccc(CNC(=O)C2CCN(c3nnc(N4CCCC4=O)s3)CC2)c1 was read as NALP1 yeast inh 13, GPR7 antagonist -13, IMP-1 inhibitor -4.0, IDE inh 3, VIM-2 inhibitor -3.5, PHOSPHO1 block 44, pCIP destab -1, M18AAP inhibitor -4 and IDE act 5.
C=CC(=O)NC1CC2CCC1(C)C2(C)C (stereo not drawn) was read as NALP1 yeast inh 2, GPR7 antagonist 2, IMP-1 inhibitor -2.9, IDE inh 4, VIM-2 inhibitor -0.7, PHOSPHO1 block 3, pCIP destab -14, M18AAP inhibitor 2 and IDE act -1.
Screening CCOC(=O)N=S(N)(=O)c1ccccc1 (stereo not drawn) returned GPR7 antagonist -9, IMP-1 inhibitor -1.8, IDE inh -3, VIM-2 inhibitor 23*, PHOSPHO1 block -6, pCIP destab -2, M18AAP inhibitor 0 and IDE act -5.
`O=C(NC1CC1)C1CCN(S(=O)(=O)c2ccc(Cl)cc2)CC1` gave NALP1 yeast inh 8, GPR7 antagonist -3, IMP-1 inhibitor -1.5, IDE inh 0, VIM-2 inhibitor -2.3, PHOSPHO1 block -4, pCIP destab -4, M18AAP inhibitor -3 and IDE act -2.
`CC1Sc2ccc(S(=O)(=O)CCC(=O)N3CCCCC3)cc2NC1=O` (stereo not drawn) gave NALP1 yeast inh 10, GPR7 antagonist -9, IMP-1 inhibitor -0.5, IDE inh -2, VIM-2 inhibitor -0.6, PHOSPHO1 block 27, pCIP destab -20, M18AAP inhibitor -13 and IDE act 1.
For CCN(CC(=O)NCc1ccc(Cl)cc1)CC(=O)NC1(C#N)CCCC1 the results were NALP1 yeast inh 28, GPR7 antagonist 14, IMP-1 inhibitor 0.1, IDE inh 2, VIM-2 inhibitor 2.2, PHOSPHO1 block 18, pCIP destab 4, M18AAP inhibitor -14 and IDE act 1.
CCOC(=O)c1nc(Nc2ccccc2C)c2ccccc2n1 was read as NALP1 yeast inh 4, GPR7 antagonist -13, IMP-1 inhibitor -4.6, IDE inh 3, VIM-2 inhibitor -3.1, PHOSPHO1 block -3, pCIP destab -15, M18AAP inhibitor 4 and IDE act 3.
For Cn1c(NN)nc2sc3c(c2c1=O)CC(C)(C)OC3 the results were NALP1 yeast inh -10, GPR7 antagonist -8, IMP-1 inhibitor -4.6, IDE inh 1, VIM-2 inhibitor -4.1, PHOSPHO1 block -26, pCIP destab -5, M18AAP inhibitor 21 and IDE act 5.
`COc1cccc(-n2nnnc2SCC(=O)Nc2ccccc2OC)c1` gave NALP1 yeast inh -3, GPR7 antagonist -9, IMP-1 inhibitor -4.0, IDE inh 5, VIM-2 inhibitor 0.5, pCIP destab -22, M18AAP inhibitor 1 and IDE act 3.

The last two compounds of the part above lead into the next:
For Cn1c(NN)nc2sc3c(c2c1=O)CC(C)(C)OC3 the results were NALP1 yeast inh -10, GPR7 antagonist -8, IMP-1 inhibitor -4.6, IDE inh 1, VIM-2 inhibitor -4.1, PHOSPHO1 block -26, pCIP destab -5, M18AAP inhibitor 21 and IDE act 5.
`COc1cccc(-n2nnnc2SCC(=O)Nc2ccccc2OC)c1` gave NALP1 yeast inh -3, GPR7 antagonist -9, IMP-1 inhibitor -4.0, IDE inh 5, VIM-2 inhibitor 0.5, pCIP destab -22, M18AAP inhibitor 1 and IDE act 3.
COc1ccc(-n2c(=S)[nH]c3cc(C(=O)Nc4cccc(C)c4)ccc3c2=O)cc1 was read as NALP1 yeast inh 20, GPR7 antagonist 4, IMP-1 inhibitor -1.8, IDE inh 3, VIM-2 inhibitor -2.9, PHOSPHO1 block 3, pCIP destab 5, M18AAP inhibitor -9 and IDE act 7.
For c1csc(-c2nn3c(C4COc5ccccc5O4)nnc3s2)c1 (stereo not drawn) the results were NALP1 yeast inh 23, GPR7 antagonist -2, IMP-1 inhibitor -6.6, IDE inh -1, VIM-2 inhibitor -2.8, PHOSPHO1 block 69*, pCIP destab -10, M18AAP inhibitor 6 and IDE act -1.
`CCc1nc(N2CCCCC2C)c2oc3ccccc3c2n1` (stereo not drawn) gave NALP1 yeast inh 2, GPR7 antagonist -11, IMP-1 inhibitor 1.0, IDE inh 6, VIM-2 inhibitor -1.7, PHOSPHO1 block 26, pCIP destab 4, M18AAP inhibitor -7 and IDE act 3.
Screening CCCC(=O)NC(Nc1ccc(S(=O)(=O)Nc2ncccn2)cc1)(C(=O)OCC)C(F)(F)F (stereo not drawn) returned NALP1 yeast inh 4, GPR7 antagonist -12, IMP-1 inhibitor -1.7, IDE inh 1, VIM-2 inhibitor 2.0, PHOSPHO1 block 21, pCIP destab 4, M18AAP inhibitor -3 and IDE act 1.
FC(F)(F)C(F)(F)c1nnc2ccc(-n3ccnc3)nn12 was read as NALP1 yeast inh 50, GPR7 antagonist -5, IMP-1 inhibitor -1.8, IDE inh 0, VIM-2 inhibitor -3.5, PHOSPHO1 block -20, pCIP destab 4, M18AAP inhibitor -1 and IDE act 0.
Screening COc1ccc(C(=O)c2sc3nc(C)cc(-c4cccs4)c3c2N)cc1 returned NALP1 yeast inh -4, GPR7 antagonist -6, IMP-1 inhibitor -1.5, VIM-2 inhibitor -4.3, PHOSPHO1 block 11, pCIP destab -10, M18AAP inhibitor 13 and IDE act -6.
`COc1cccc(NC(=O)CCS(=O)(=O)c2cc3c(cc2Cl)NC(=O)CO3)c1` gave NALP1 yeast inh 7, GPR7 antagonist 10, IMP-1 inhibitor -0.2, IDE inh -3, VIM-2 inhibitor -2.3, PHOSPHO1 block 44, pCIP destab 0, M18AAP inhibitor -1 and IDE act -2.
CC1CCN(S(=O)(=O)c2ccc(NC(=O)CN3CCN(c4ccccc4)CC3)cc2)CC1 was read as GPR7 antagonist -1, IMP-1 inhibitor -2.8, IDE inh 2, VIM-2 inhibitor -4.1, PHOSPHO1 block -4, pCIP destab -6, M18AAP inhibitor 1 and IDE act -1.
O=C(NC(c1ccc(Cl)cc1)c1c(O)ccc2ccccc12)c1ccccc1 (stereo not drawn) was read as NALP1 yeast inh 20, GPR7 antagonist 3, IMP-1 inhibitor -3.8, IDE inh -1, VIM-2 inhibitor -2.3, PHOSPHO1 block -2, pCIP destab -1, M18AAP inhibitor 3 and IDE act 2.
`CC(NCc1ccccc1Cl)C(=O)Nc1ccc(C#N)cc1` (stereo not drawn) gave NALP1 yeast inh 4, GPR7 antagonist 18*, IMP-1 inhibitor -1.2, IDE inh 4, VIM-2 inhibitor -1.9, PHOSPHO1 block 8, pCIP destab 17, M18AAP inhibitor -8 and IDE act 7.
CCOCCOCCC(C(=O)OCC)P(=O)(c1ccccc1)c1ccccc1 (stereo not drawn) was read as NALP1 yeast inh 13, GPR7 antagonist 9, IMP-1 inhibitor -3.9, IDE inh 4, VIM-2 inhibitor -0.1, PHOSPHO1 block 9, pCIP destab -13, M18AAP inhibitor -11 and IDE act 8.
`CCCN1CCN(C(=O)C(NC(=O)c2ccco2)C(C)C)CC1` (stereo not drawn) gave NALP1 yeast inh 12, GPR7 antagonist -13, IMP-1 inhibitor -3.2, IDE inh 1, VIM-2 inhibitor -4.2, PHOSPHO1 block 3, pCIP destab 6, M18AAP inhibitor -4 and IDE act 5.

Overlap with the part before: two compounds, then new ones.
CCOCCOCCC(C(=O)OCC)P(=O)(c1ccccc1)c1ccccc1 (stereo not drawn) was read as NALP1 yeast inh 13, GPR7 antagonist 9, IMP-1 inhibitor -3.9, IDE inh 4, VIM-2 inhibitor -0.1, PHOSPHO1 block 9, pCIP destab -13, M18AAP inhibitor -11 and IDE act 8.
`CCCN1CCN(C(=O)C(NC(=O)c2ccco2)C(C)C)CC1` (stereo not drawn) gave NALP1 yeast inh 12, GPR7 antagonist -13, IMP-1 inhibitor -3.2, IDE inh 1, VIM-2 inhibitor -4.2, PHOSPHO1 block 3, pCIP destab 6, M18AAP inhibitor -4 and IDE act 5.
For CCN1C(=O)C(CC(=O)Nc2ccc(OC)cc2)N(CCc2ccc(OC)cc2)C1=S (stereo not drawn) the results were NALP1 yeast inh 14, GPR7 antagonist 2, IMP-1 inhibitor -2.8, IDE inh 3, VIM-2 inhibitor -0.7, PHOSPHO1 block 36, pCIP destab 20, M18AAP inhibitor -1 and IDE act 2.
`Cc1ccc(C)c(NC(=O)c2cc(-c3ccccc3)nn2-c2ccccc2)c1` gave GPR7 antagonist -20, IMP-1 inhibitor -3.8, IDE inh 1, VIM-2 inhibitor -1.8, PHOSPHO1 block 4, pCIP destab -6, M18AAP inhibitor 12 and IDE act 3.
Cc1c(CCO)c(=O)n2c([nH]c3ccccc32)c1C#N was read as NALP1 yeast inh 4, GPR7 antagonist -1, IMP-1 inhibitor -1.7, IDE inh 5, VIM-2 inhibitor 21*, PHOSPHO1 block 14, pCIP destab 8, M18AAP inhibitor 7 and IDE act 0.
Screening COCCCNC(=S)N1CCN(c2nc(C)nc3sc4c(c23)CCCC4)CC1 returned NALP1 yeast inh 11, GPR7 antagonist 21, IMP-1 inhibitor -1.0, IDE inh 1, VIM-2 inhibitor 2.6, PHOSPHO1 block 19, pCIP destab -9, M18AAP inhibitor -13 and IDE act 1.
Screening Cc1c(C(=O)Nc2ccc(F)cc2)oc2ccc(S(=O)(=O)N3CC(C)CC(C)C3)cc12 (stereo not drawn) returned NALP1 yeast inh 37, GPR7 antagonist -11, IMP-1 inhibitor -1.5, IDE inh 1, VIM-2 inhibitor -2.3, PHOSPHO1 block 13, pCIP destab -4, M18AAP inhibitor -3 and IDE act 1.
For Cc1ccc(NC(=S)Nc2cccc3cnccc23)cc1 the results were NALP1 yeast inh 16, GPR7 antagonist 5, IMP-1 inhibitor 0.2, IDE inh -3, VIM-2 inhibitor 4.4, PHOSPHO1 block 52, pCIP destab 54, M18AAP inhibitor 21 and IDE act 3.
`COc1cccc(-c2cc(C(=O)NCCN3CCOCC3)no2)c1` gave NALP1 yeast inh 2, GPR7 antagonist 7, IMP-1 inhibitor -3.2, IDE inh 0, VIM-2 inhibitor -1.9, PHOSPHO1 block 11, pCIP destab -4, M18AAP inhibitor 6 and IDE act 1.

Assay outcomes as filed in PubChem BioAssay.
